# PrPC TRFRET = inhibitors of human cell surface prion protein PrPC, primary screen, cell-based, TR-FRET. Major prion protein (Homo sapiens), P04156. TR-FRET read-out. inhibition, % at 13.8 µM. 370,000 tested, 0.43% active. AID 720596, 2013; in the data active means inhibition above about 24%; further: 0% = median of the test wells and 100% = reference compound wells
# VHR inh abs = VHR1 phosphatase inhibitors, primary screen, biochemical, absorbance, uHTS. inhibition, % at 13.3 µM. 290,000 tested, 0.52% active. recombinant VHR phosphatase, pNPP absorbance; in the data active means inhibition above about 50%; further: some compounds called inactive have numbers as strong as hits
# Target sequence (P51452 whole entry, looked up): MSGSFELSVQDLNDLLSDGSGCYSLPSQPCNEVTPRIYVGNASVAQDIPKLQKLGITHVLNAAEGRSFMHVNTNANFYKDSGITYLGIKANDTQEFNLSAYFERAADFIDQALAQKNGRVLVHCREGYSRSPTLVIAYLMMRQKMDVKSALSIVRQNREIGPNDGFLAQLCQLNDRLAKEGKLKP
# SARS 3CLpro inh = SARS-CoV 3CLpro protease inhibitors, primary screen, biochemical, quenched FRET | Replicase polyprotein 1ab (Severe acute respiratory syndrome coronavirus), P0C6X7 | recombinant SARS-CoV 3CLpro, quenched FRET peptide cleavage | inhibition, % at 6 µM | 290,000 tested, 0.14% active; in the data active means inhibition above about 12%
# CCHF vOTU inh = CCHFV vOTU protease inhibitors, primary screen, biochemical, Pep-AMC substrate, fluorescence; inhibition, % at 11.5 µM; 370,000 tested, 0.55% active; AID 651958, 2012; in the data active means inhibition above about 30%; further: 0% = vehicle wells with enzyme and 100% = no enzyme wells
# BoNT F protease = BoNT/F light chain protease inhibitors, primary screen, biochemical, flow cytometry, MLPCN library | Multiplex microsphere protease cleavage assay | Botulinum neurotoxin type F light chain protease (Clostridium botulinum) | 360,000 tested, 0.22% active | inhibition, % at 10 µM; in the data active means inhibition above about 35%, passing the limit was not always enough; inconclusive means no clear call, values can overlap the other calls; further: plate controls were buffer without enzyme for full effect and enzyme alone for no effect
# Rv3671c inh = Rv3671c serine protease inhibitors, primary screen, biochemical, fluorescence polarization, M. tuberculosis H37Rv; P9WHR9; inhibition, % at 5.96 µM; 320,000 tested, 0.048% active; AID 2606, 2010; in the data active means inhibition above about 38%;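 further: extracellular domain of Rv3671c used as enzyme; 0% = enzyme with DMSO and 100% = no enzyme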
# Target sequence (P9WHR9 whole entry, looked up, the tested form may be a part): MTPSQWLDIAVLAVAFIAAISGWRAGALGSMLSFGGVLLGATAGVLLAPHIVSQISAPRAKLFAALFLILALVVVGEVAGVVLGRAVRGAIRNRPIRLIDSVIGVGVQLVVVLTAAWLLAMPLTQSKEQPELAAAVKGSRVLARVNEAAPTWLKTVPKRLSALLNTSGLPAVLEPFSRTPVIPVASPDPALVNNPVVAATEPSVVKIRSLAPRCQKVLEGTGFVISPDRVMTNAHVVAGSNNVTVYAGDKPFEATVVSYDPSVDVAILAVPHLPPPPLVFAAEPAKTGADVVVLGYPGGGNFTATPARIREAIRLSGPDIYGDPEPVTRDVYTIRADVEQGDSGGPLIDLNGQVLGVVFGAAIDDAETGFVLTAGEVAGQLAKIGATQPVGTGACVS
# PriA SSB inh = inhibitors of Klebsiella pneumoniae PriA binding to SSB C-terminal tail, primary screen, biochemical, AlphaScreen. PriA–SSB C-terminal tail interaction (Klebsiella pneumoniae). AlphaScreen SSBct-PriA binding, biotinylated peptide. inhibition, % at 33 µM. 430,000 tested, 0.6% active. AID 1272365, 2023; in the data active means inhibition mostly above about 37%, no sharp cut-off; inactive means mostly below about 20%;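 further: plate controls were negative control peptide for no effect and reference peptide for full effect; strong numbers were not always called active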
# MazF activator = activators of E. coli MazEF toxin-antitoxin RNase, primary screen, biochemical, fluorescence, uHTS; 350,000 tested, 0.32% active; FAM/BHQ RNA-DNA oligo cleavage fluorescence, 5 h; Endoribonuclease toxin MazF (Escherichia coli (strain K12)), P0AE70; activation, % at 20 µM; AID 504720, 2011; in the data active means activation above about 50%
# Target sequence (P0AE70 whole entry, looked up): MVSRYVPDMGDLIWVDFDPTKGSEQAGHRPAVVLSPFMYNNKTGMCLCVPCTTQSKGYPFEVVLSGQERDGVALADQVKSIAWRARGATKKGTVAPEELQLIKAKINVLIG
# BoNT-A LC inh2 = BoNT/A light chain protease inhibitors, primary screen, biochemical, flow cytometry, MLPCN library; Botulinum neurotoxin type A light chain protease (Clostridium botulinum A str. ATCC 3502); multiplex microsphere protease substrate cleavage; inhibition, % at 10 µM; 360,000 tested, 0.17% active; further: plate controls were buffer without enzyme for full effect and enzyme alone for no effect
# Anthrax LF prot = Bacillus anthracis LF protease inhibitors, primary screen, biochemical, multiplex microsphere, MLPCN library. multiplex microsphere protease cleavage assay. inhibition, % at 10 µM. 360,000 tested, 0.12% active. AID 588501, 2011; further: plate controls were buffer without enzyme for full effect and enzyme alone for no effect
# Numbers without * were called inactive; i = inactive; ? = inconclusive; nt = no result given; & = joins results of further samples. Unless noted, no stated cut-off is given here; in the data, active means inhibition above about 30%; inconclusive means no clear call, values can overlap the other calls; inactive means below that. An excerpt; the hit share may differ from the screen's.
SMILES,PrPC TRFRET,VHR inh abs,SARS 3CLpro inh,CCHF vOTU inh,BoNT F protease,Rv3671c inh,PriA SSB inh,MazF activator,BoNT-A LC inh2,Anthrax LF prot
CCOc1ccc(C(=O)Nc2ccc(NC(=O)c3ccccc3)cc2)cc1Br,0,0,0,-12,nt,-5,-5,4,nt,nt
CCOc1ccc(N(CC(=O)NCCc2ccc(OC)cc2)S(C)(=O)=O)cc1,9,3,0,3,-2,5,-7,1,-0.7,4
N#Cc1sc2nc3c(cc2c1N)CCCC3,2,34,-1,2,2,-8,-5,-7,-0.2,0
CN1/C(=C\C(=O)C[n+]2ccc(C(=O)c3ccccc3)cc2)C(C)(C)c2ccccc21,-25,3,-5,14,-2,-1,3,22,0.2,-13
CCC(C)C(=O)Nc1nnc(-c2cccs2)s1 (configuration not stated),-1,15,-4,-1,5,3,-5,2,0.7,3
Cc1ccc(S(=O)CCNC(=O)Cc2ccc(Cl)cc2)cc1 (configuration not stated),0,2,0,1,4,8,-20,2,0.1,7
O=C(CCCc1nc2ccccc2s1)Nc1ccccc1,6,13,-1,-5,1,-5,14&-3,-1,-0.2,-3
CCN(CC)C(=O)CSc1nnc(-c2ccc(O)cc2)n1CC1CCCO1 (configuration not stated),2,18,0,-3,-7,-4,-12,-4,-1.6,-10
CC(OC(=O)c1cccc(-n2cnnn2)c1)C(=O)Nc1ccccc1F (configuration not stated),4,nt,nt,5,1,15,-3,7,3.4,0
COc1ccc(/C=C2\SC(=O)N(CC(=O)N(C)C3CCS(=O)(=O)C3)C2=O)cc1 (configuration not stated),-2,7,1,-3,0,-4,-7,-1,1.1,-4
O=C(c1cc([N+](=O)[O-])ccc1Cl)N1CCc2ccccc21,-19,-4,-2,-15,32,1,-1,-3,0.2,-7
CC(=O)Nc1ccc(NC(=O)COc2cccc3c2OC(C)(C)C3)cc1,-1,14,1,-9,2,-7,4,-5,-0.3,0
CCc1ccc(NC(=O)CCn2cccc2)cc1,0,2,-4,4,1,8,14,12,-0.8,-2
CSc1cccc(CN2CCC(Oc3cccc(C(=O)N4CCCC4)c3)CC2)c1,-13,2,8,2,-3,-2,11,-18,4.0,-1
O=S(=O)(CCN1CCOCC1)c1ccc(Oc2ccc(S(=O)(=O)CCN3CCOCC3)cc2)cc1,-6,21,-3,7,?,-4,0,1,2.7,1
C=C(c1ccccc1)P(=O)(O)O,4,32,0,-3,1,-2,-8,5,-0.6,2
O=C(CSc1nnc(-c2ccccc2F)o1)N1CCNC1=O,10,nt,nt,-2,nt,2,2,12,nt,nt
O=C(C[C@@H]1C[C@H]2c3cc(NC(=O)Nc4ccccc4F)ccc3O[C@H]2[C@H](CO)O1)NCC(F)(F)F,-5,nt,nt,-1,-2,nt,nt,-6,0.2,-2
CCCn1c(SCC(=O)NC(C)(C)C)nnc1C(C)C,4,16,0,4,-6,-1,-1,3,0.5,1
O[C@@H]1CN(CC2CCCCC2)[C@@H](c2ccc(Cl)cc2)C[C@H]1n1cc(C2CC2)nn1,1,nt,nt,-5,-3,nt,nt,-3,-0.6,-13
CCC(OC(=O)C1=Cc2ccccc2OC1)C(=O)NCc1ccco1 (configuration not stated),5,22,1,-5,-14,5,8,-6,-2.2,-1
CN(C)c1ccc(/C=N/NC(=O)c2ccc3c(c2)OCCO3)cc1,9,-7,0,5,-3,-6,nt,2,-0.2,-2
CC(=O)c1ccc(NC(=O)c2sc3nc(C)c(C)c(C)c3c2N)cc1,-6,16,7,-8,-14,nt,3,0,-5.7,-15
Cc1nc(CNS(=O)(=O)c2ccc(Br)cc2)cs1,-3,9,1,-2,-3,4,-11,6,-2.8,-9
CCc1nn2cc(C(=O)c3ccccc3O)cnc2c1-c1ccc(F)cc1,-1,21,6,17,-17,-25,20,1,-1.0,-2
# More results:
SMILES,PrPC TRFRET,VHR inh abs,SARS 3CLpro inh,CCHF vOTU inh,BoNT F protease,Rv3671c inh,PriA SSB inh,MazF activator,BoNT-A LC inh2,Anthrax LF prot
CCCn1c(NC(=O)c2ccc([N+](=O)[O-])o2)nc2ccccc21,-15,nt,nt,15,-4,3,-4,-15,21,-4
Cc1sc2nc(SCC(=O)N3CCCC3)[nH]c(=O)c2c1C,6,7,4,13,-4,0,-14,-1,0.2,4
Cc1cc(C)n(CC(O)CN(c2ccccc2)S(=O)(=O)c2ccccc2)n1 (configuration not stated),-12,10,2,-5,-8,-6,-2,8,0.1,-1
N#CCCn1ccc(NC(=O)c2ccc(Cl)cc2)n1,2,13,-2,6,-5,2,-12,12,0.1,-3
Cc1ccc(S(=O)(=O)N2CCN(C(=O)CSCc3ccc(C(C)C)cc3)CC2)cc1,6,nt,nt,3,0,-12,-4,1,-1.1,-6
S=C(NC1CCCCC1)N(CCc1ccccc1)CCc1ccccc1,-3,22,2,7,-12,-16,-14,-11,-0.8,0
O=C(CN1C(=O)CCC1=O)Nc1cccc(NC(=O)CN2C(=O)CCC2=O)c1,0,6,-4,-13,4,5,-3&-6,3,0.6,2
COc1ccc(OCC(=O)Sc2ccc(C)cc2)cc1,-2,15,1,4,-2,1,-10,-5,-0.3,-5
Cc1ccc(C2=NNC(=Nc3ccc(F)cc3)SC2)cc1,6,7,5,5,-5,nt,-1,-1,-0.4,-2
Cc1cc(=O)c2ccccc2n1CC(=O)NCc1ccccc1,3,-6,-2,-6,22,-10,9,0,1.6,13
COc1ccc(-c2cc3ccccc3n2CC(O)CN2CCN(CCO)CC2)cc1 (configuration not stated),-14,13,-4,8,-3,3,7,9,-0.7,1
COc1cccc(-c2nc(CS(=O)(=O)CC(=O)NCc3ccc(Cl)cc3)c(C)o2)c1,-3,12,-4,2,-3,-8,-4,-8,-0.6,-6
Clc1ccc(-c2cc(COc3ccccc3)no2)cc1Cl,-7,23,5,2,-6,6,-11,0,-0.8,0
Cc1cccc(OCCCC(=O)NNC(=O)c2ccccn2)c1,6,nt,nt,12,-6,-8,-10,2,-0.4,4
C#CCOCCOCCOCCNc1nc(N2CCOCC2)nc(N2CCN(C(=O)CCCCCCCCCCNC(=O)[C@@H](CCSC)n3cc(CCO)nn3)CC2)n1,-4,nt,nt,6,-3,-1,1,-1,-0.4,-5
CCc1ccccc1NC(=O)CN1CCN(CC(=O)Nc2ccc3c(c2)OC2(CCCCC2)O3)CC1,-2,nt,nt,-2,-4,nt,8,-3,-0.5,-7
CC(=O)NCCOc1cccc2cccnc12,-5,29,-2,-11,5,1,-17,-2,-0.4,-2
Cc1cc([N+](=O)[O-])ccc1NC(=S)NC(=O)C(c1ccccc1)c1ccccc1,-1,14,-2,14,-6,-75,17,5,-0.2,-4
S=C1NNC2(NN1)C1CC3CC(C1)CC2C3,3,-4,3,29,?,1,-7,7,1.1,-8
C/C(=N\O)C(C)(C)Nc1ccc(Cl)cc1,11,0,2,-13,nt,8,nt,8,nt,nt
CCOC(=O)c1ccc(NC(=O)C(C)NS(=O)(=O)c2ccc(OC)cc2)cc1 (configuration not stated),7,-26,4,-6,-1,2,-4,-5,0.2,2
COc1cc(/C=N/NC(=O)Cc2nnc(N)s2)cc(OC)c1OC,-11,1,5,1,-4,8,i,6,0.0,0
Cn1c2ccccc2c2c(C(=O)N3CCN(c4ccccn4)CC3)cn(C3CCCC3)c(=O)c21,0,-12,1,0,-2,2,5,4,-0.2,-2
C/C(=N\Nc1ccc(Cl)c(C(=O)O)c1)c1cccs1,1,-3,2,-1,1,-3,nt,-9,-1.2,0
O=C(CSc1nnc(Nc2ccccc2F)s1)NC1CC1,6,nt,nt,5,8,5,3,6,1.1,14

# Three consecutive records out of the list so far, quoted:
SMILES,PrPC TRFRET,VHR inh abs,SARS 3CLpro inh,CCHF vOTU inh,BoNT F protease,Rv3671c inh,PriA SSB inh,MazF activator,BoNT-A LC inh2,Anthrax LF prot
Cn1c2ccccc2c2c(C(=O)N3CCN(c4ccccn4)CC3)cn(C3CCCC3)c(=O)c21,0,-12,1,0,-2,2,5,4,-0.2,-2
C/C(=N\Nc1ccc(Cl)c(C(=O)O)c1)c1cccs1,1,-3,2,-1,1,-3,nt,-9,-1.2,0
O=C(CSc1nnc(Nc2ccccc2F)s1)NC1CC1,6,nt,nt,5,8,5,3,6,1.1,14

# Later entries:
SMILES,PrPC TRFRET,VHR inh abs,SARS 3CLpro inh,CCHF vOTU inh,BoNT F protease,Rv3671c inh,PriA SSB inh,MazF activator,BoNT-A LC inh2,Anthrax LF prot
Cn1nnnc1SCC(=O)Nc1cc(S(=O)(=O)N2CCCCC2)ccc1Cl,3,nt,nt,-21,-4,3,0,-4,0.0,4
COc1ccc(CCNC(=O)CCc2ccc(OC)cc2)cc1,0,37,2,-3,-1,4,1,-3,1.3,0
CC1CCCCN1CCNC(=O)CCc1nnc2n(Cc3ccccc3)c(=O)c3ccccc3n12 (configuration not stated),2,45,3,-6,-5,-4,0,9,-0.1,1
CC(C)=CCN1CCN(Cc2nc(-c3ccccc3)cs2)CC1CCO (configuration not stated),-4,35,2,-5,-3,-2,-8,7,0.3,0
COc1ccc(C(=O)CSc2n[nH]c(=O)n2Cc2ccco2)cc1,4,-3,3,-10,-1,-3,-3,8,-0.3,-4
CCOC(=O)c1c(NC(=O)OC)sc(C(=O)N(CC)CC)c1C,-4,2,1,6,20,-4,-14,3,1.9,2
O=C(NCC1CC1)c1ccc(-c2cn[nH]c2)c2ccoc12,9,nt,nt,-11,-1,nt,nt,nt,0.1,-5
C[C@H](NC(=O)c1[nH]cnc1C(=O)Nc1ccc(CNC(=O)OC(C)(C)C)cc1)C(=O)OC(C)(C)C,11,-1,nt,18,3,-30,6,3,0.6,-3
Cc1ccccc1OCCNc1ccc(C(F)(F)F)cc1[N+](=O)[O-],-1,-1,-1,9,-6,-10,-8,3,-0.3,-3
COc1cc2c(cc1NC(=O)c1cc(-c3ccccn3)nc3ccccc13)oc1ccccc12,-7,-4,8,-5,-1,3,-3,-31,0.6,-1
OCc1cc(-c2ccc(Cl)c(Cl)c2)on1,1,8,3,7,-5,5,0,9,-0.6,-2
Cc1ccc(S(=O)(=O)N(C)CC(=O)NNC(=O)Cc2cccc(F)c2)cc1,8,nt,nt,12,0,-18,-10,0,-5.0,-1
CCc1nnc(NC(=O)CSc2nncc(=O)n2N)s1,-2,10,-2,-5,14,-6,-14&-5,5,12,-3
COc1ccc(NC(=O)c2cc(C3CCCCN3C(=O)c3cccs3)on2)c(C)c1 (configuration not stated),6,nt,nt,-1,-5,nt,nt,nt,-0.3,-5
Cc1ccc(S(=O)(=O)CC(=O)N2CCN(c3ccc(F)cc3)CC2)cc1,-1,12,-1,-5,2,3,-7,-3,3.0,5
CN1CCC(C(=O)C(=O)O)C1=O (configuration not stated),-8,nt,nt,2,-7,nt,-7,-11,-0.3,-1
C1=NN(c2ccccc2)C=NN1c1ccccc1,18,nt,nt,-8,0,nt,-7,-11,0.0,-3
CC(Oc1ccc(Cl)cc1Cl)c1ccnc2nc(N3CCOCC3)nn12 (configuration not stated),-3,-11,3,1,0,0,-23,-4,0.1,-2
Cc1ccc(OCCNc2cc(N3CCN(CCO)CC3)ccc2[N+](=O)[O-])cc1C,-10,8,1,6,-3,-8,55*,-3,-0.9,-4

# Assay outcomes (PubChem BioAssay)
